# From PubChem
# Tau fibril ThT: qHTS for Inhibitors of Tau Fibril Formation, Thioflavin T Binding; Microtubule-associated protein tau (Homo sapiens), P10636; recombinant tau K18 P301L, heparin-induced fibrillization, ThT fluorescence; Potency, µM (titrated, usually from 57.4 µM), inactives show at the top dose activity, negative = inhibition, actives largely listed as inhibitors; actives 2.1% (n = 270,000); AID 1460, 2008; also: nearly all actives have a fitted effect of over 55% in size
# Target sequence (P10636 561-689 P618L limits assumed): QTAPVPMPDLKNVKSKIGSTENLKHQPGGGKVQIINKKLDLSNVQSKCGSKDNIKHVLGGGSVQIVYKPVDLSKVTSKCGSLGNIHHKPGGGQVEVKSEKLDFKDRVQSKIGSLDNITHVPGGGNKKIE
#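 Recombinant human tau K18 fragment […] carrying P301L, 15 uM unlabeled plus 0.24 uM Alexa 594-labeled, was fibrillized with 20 uM heparin in 100 mM sodium acetate pH 7 for 6 hr at 37 C; 30 uM ThT fluorescence read after 1 hr.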
# Tau fibril FP: qHTS for Inhibitors of Tau Fibril Formation, Fluorescence Polarization. Microtubule-associated protein tau (Homo sapiens), P10636. K18 P301L tau heparin fibrillization, Alexa594 FP, 6 h. Potency, µM (highest dose often 57.7 µM), for inactives: top-dose activity, negative = inhibition, usual class: inhibitors. actives 0.39% (n = 280,000). AID 1468, 2008; also: nearly all actives have a fitted effect of over 55% in size
#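 Recombinant K18 P301L […], labeled with Alexa 594 at 0.24 uM over 15 uM unlabeled; heparin inducer 20 uM final; 37 C, 6 hr; FP endpoint.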
# L3MBTL1 inh: qHTS Assay for the Inhibitors of L3MBTL1. Lethal(3)malignant brain tumor-like protein 1 (Homo sapiens), Q9Y468. AlphaScreen L3MBTL1–H3K9me1 peptide binding. Potency, µM (doses to about 57.1 µM), for the others: top-dose activity, negative = inhibition, most hits filed as inhibitors. actives 0.66% (n = 230,000); also: nearly all actives have a fitted effect of over 60% in size
# Target sequence (Q9Y468 whole entry, looked up): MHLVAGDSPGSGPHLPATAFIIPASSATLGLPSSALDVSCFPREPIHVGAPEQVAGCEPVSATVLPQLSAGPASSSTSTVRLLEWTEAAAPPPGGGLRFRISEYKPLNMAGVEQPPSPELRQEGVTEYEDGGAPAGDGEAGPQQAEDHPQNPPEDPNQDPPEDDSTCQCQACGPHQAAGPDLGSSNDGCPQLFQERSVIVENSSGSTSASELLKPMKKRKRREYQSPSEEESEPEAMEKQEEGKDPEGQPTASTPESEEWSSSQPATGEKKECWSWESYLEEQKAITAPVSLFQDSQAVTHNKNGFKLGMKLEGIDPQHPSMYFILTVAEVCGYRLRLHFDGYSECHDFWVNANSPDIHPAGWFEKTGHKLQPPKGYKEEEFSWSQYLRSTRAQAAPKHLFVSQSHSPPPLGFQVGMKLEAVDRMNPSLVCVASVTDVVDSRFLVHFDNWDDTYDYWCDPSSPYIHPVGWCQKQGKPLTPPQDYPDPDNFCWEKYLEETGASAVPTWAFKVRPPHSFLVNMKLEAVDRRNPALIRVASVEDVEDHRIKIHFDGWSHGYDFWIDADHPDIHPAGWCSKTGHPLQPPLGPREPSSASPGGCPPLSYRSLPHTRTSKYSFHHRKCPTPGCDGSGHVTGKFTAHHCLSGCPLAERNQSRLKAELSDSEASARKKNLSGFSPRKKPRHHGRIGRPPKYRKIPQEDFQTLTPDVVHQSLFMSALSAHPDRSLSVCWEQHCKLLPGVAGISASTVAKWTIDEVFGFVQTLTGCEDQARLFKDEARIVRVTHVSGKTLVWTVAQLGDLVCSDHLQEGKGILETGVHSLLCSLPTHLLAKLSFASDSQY
#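 L3MBTL1 (50 nM) pre-complexed 30 min with biotinylated H3(1-15)K9me1 peptide (75 nM), then compounds added for 30 min at room temperature; AlphaScreen streptavidin donor/nickel chelate acceptor beads (10 ug/mL final) read after 30 min dark incubation.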
# TR SRC2 fluor cs: Total Fluorescence Counterscreen for Inhibitors of the Interaction of Thyroid Hormone Receptor and Steroid Receptor Coregulator 2; AID 1479, 2009; actives 0.29% (n = 280,000); Potency, µM (titrated, usually from 106 µM), inactives show top-dose fluorescence change, negative = quenching; TRb/SRC2 Texas Red total fluorescence interference; active = well fitted curve in either direction with a large enough effect; inconclusive = small, poorly fitted or top-dose-only effect
#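 Flags fluorescent or light-absorbing compounds by total fluorescence, S + 2P, at 555 nm excitation and 632 nm emission. Mixture: 20 nM Texas Red SRC2 peptide, 0.6 uM human TRb LBD, 1 uM T3, 5% DMSO; compound exposure 5 h at ambient temperature.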
# Tau fluor counter: Counterscreen qHTS for Inhibitors of Tau Fibril Formation, Fluorescence Polarization; tau K18 P301L Alexa594 fluorescence, heparin fibrillization; Potency, µM (doses to about 57.7 µM), for the others: at the top dose activity change, negative = decrease; actives 0.93% (n = 280,000); AID 1463, 2008; also: nearly all actives have a fitted effect of over 55% in size
#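 Human tau K18 P301L (15 uM unlabeled, 0.24 uM Alexa 594-labeled) in 100 mM sodium acetate pH 7 with 20 uM heparin, 6 hr at 37 C. ThT 30 uM added, 1 hr ambient; Alexa 594 FP and total fluorescence read at 555/632 nm.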
# aGal spleen mod: qHTS Assay for Inhibitors and Activators of Human alpha-Galactosidase From Spleen Homogenate. Alpha-galactosidase A (Homo sapiens), P06280. Potency, µM (top dose mostly 80 µM), for the others: at the highest dose activity change, negative = inhibition, usual class: inhibitors. human spleen homogenate, 4MU-alpha-Gal fluorescence, 40 min. AID 2107, 2009. actives 0.008% (n = 240,000);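 also: 0% = enzyme with vehicle and -100% = no enzyme basal signal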
#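 qHTS titration in buffer at pH 5.0. Alpha-galactosidase activity in spleen homogenate was measured via 4-methylumbelliferone release from 1 mM fluorogenic substrate after 40 min at 37C and a pH 10 stop. AC50 came from Hill fits of control-normalized data.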
# TRb SRC2 PPI: qHTS for Inhibitors of the Interaction of Thyroid Hormone Receptor and Steroid Receptor Coregulator 2; TRbeta-SRC2 peptide binding, fluorescence polarization; receptor liganded with 1 µM T3; actives 0.065% (n = 280,000); AID 1469, 2008; Potency, µM (titrated, usually from 106 µM), for the others: at the top dose activity change, negative = inhibition, usual class: inhibitors; Thyroid hormone receptor beta (Homo sapiens), P10828;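 also: plate controls were bound peptide for no effect and peptide without receptor for full effect; nearly all actives have a fitted effect of over 50% in size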
#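 Read-out is fluorescence polarization (555 nm excitation, 632 nm emission) of a Texas Red SRC2 coactivator peptide; loss of signal reflects blocked binding to human TRb ligand-binding domain in the presence of 1 uM T3.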
# ALDH1A1 block: qHTS Assay for Inhibitors of Aldehyde Dehydrogenase 1 (ALDH1A1); AID 1030, 2008; Aldehyde dehydrogenase 1A1 (Homo sapiens), P00352; Potency, µM (series often up to 75.3 µM), for the others: at the highest dose activity, negative = inhibition, usual class: inhibitors; actives 7.3% (n = 220,000); Purified ALDH1A1, NADH fluorescence, propionaldehyde substrate; active = well fitted inhibition curve with a large enough effect, not every such curve was filed as active; inconclusive = small, poorly fitted or top-dose-only effect, or another doubt; inactive = no such curve, though single readings can be large or run the other way;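 also: plate controls were no enzyme wells and a reference inhibitor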
# * marks the source's active call; other numbers are inactive results; u = inconclusive; x = no result given; & = joins results of further samples; [ ] = dose if it differs, or a comment. Unless noted, calls follow the shape of the dose curve; as a rule, active = well fitted curve in the direction sought with a large enough effect; inconclusive = small, poorly fitted or top-dose-only effect, or another doubt; inactive = no such curve, though single readings can be large; an effect the other way counts as inactive or inconclusive. Unless noted, % is scaled to controls: 0 for no effect and ±100 for the full control effect; potency is read from the fitted curve at half-maximal effect.
SMILES,Tau fibril ThT,Tau fibril FP,L3MBTL1 inh,TR SRC2 fluor cs,Tau fluor counter,aGal spleen mod,TRb SRC2 PPI,ALDH1A1 block
COC(=O)[C@@H]1C[C@@]2(O)[C@H](O)[C@H](O)[C@H](O)C[C@H]2N1Cc1ccc(-c2ccccc2)cc1,-9%&-3%,-4%&-1%,x,-1%&-1%,-8%&2%,-4%&9%,-5%&4%,u
Cc1ccc(N(CC(=O)Nc2ccc(F)cc2)S(=O)(=O)N2CCCC2)cc1,-5%,0%,x,0%,-18%,-7%,-6%,-1%
O=S(=O)(Cc1ccccc1)N=Nc1c(O)[nH]c2ccc(Br)cc12,u,-15%,-11%,-1%,-8%,-5%,5%,x
Cc1ccc(-n2c(=O)c3c(C)c(C)sc3n(Cc3cc(=O)n4ccccc4n3)c2=O)cc1C,0%,1%,10%,1%,-11%,0%,-7%,u
COc1cc(/C=N/N(C)c2ccccc2)cc(Cl)c1O,u,u,x,-3%,14µM*[quencher],-4%,3%,-9%
Cc1ccc(S(=O)(=O)N2CCN(C)CC2)cc1[N+](=O)[O-],-4%,-2%,2%,-7%,-1%,-1%,-2%,1%
CC(C)n1c(N2CCN(C(=O)Nc3ccc(F)cc3F)CC2)nc2ccccc21,5%,-1%,38%[activator],-4%,5%,3%,-5%,-5%
O=C(NN1CCCCC1)c1cccc2ccccc12,-4%,-1%,8%,1%,-4%,3%,2%,3%
Cc1ccc2c(c1)C(c1ccccc1)N(C(=O)c1ccc(OC(C)C)cc1)CC(=O)N2 (stereo unspecified),-12%,2%,x,0%,-10%,x,1%,x
CCN(CC)C(=O)n1cnc(-c2ccccc2)c1-c1ccccc1,-8%,3%,1%,0%,-5%,3%,3%,2%
COc1cccc(NC(=O)CSc2ccc3nnc(-c4ccncc4)n3n2)c1,-13%,-5%,x,0%,-11%,-3%,-8%,u
O=S(=O)(Cc1ccc(Cl)cc1)NCc1cccnc1,0%,9%,12%,-4%,4%,-13%,-3%,7%
O=S(=O)(NCCn1ccc2ccccc21)c1ccccc1,-13%,-5%,8%,-1%,-20%,-1%,-2%,u
Cc1ccc(C)c(NC(=O)c2nc(Cl)ccc2Cl)c1,-4%,7%,10%,-1%,-4%,1%,-1%,-1%
Cc1cc(NC(=O)c2ccc(S(=O)(=O)N3CCOCC3)cc2)no1,4%,4%,7%,1%,10%,-5%,1%,-7%
O=C(Nc1ccc(-c2nc3ccccc3[nH]2)cc1)C1CCCO1 (stereo unspecified),1%,-4%,x,-14%,-2%,6%,-8%,u
CC(=O)Nc1cc(N2C(=O)CCC2=O)ccc1Cl,4%,7%,9%,-1%,9%,4%,0%,8%
Cc1ccc(CNC(=O)NCc2ccccc2)cc1,1%,1%,-7%,-1%,4%,0%,-1%,10%
Cc1ccc(C)c(NS(=O)(=O)c2cc(C(=O)NCc3ccccn3)ccc2Cl)c1,1%,-4%,-1%,3%,-4%,2%,-8%,7%
O=C(O)CCc1ccc(-c2ccc(Br)cc2)n1NC(=O)c1ccc([N+](=O)[O-])cc1,-7%,-1%,-11%,-2%,-14%,1%,4%,x
CC1CCCCN1C(=O)c1cnn2c(C(F)(F)F)cc(-c3ccco3)nc12 (stereo unspecified),-3%,5%,2%,-4%,0%,-2%,-3%,-5%
Cc1cccn2c(=O)c(/C=C3\SC(=S)N(CC(C)C)C3=O)c(NCCCOC(C)C)nc12,-13%,1%,1%,-5%,-5%,2%,-3%,u
CCOC(=O)c1c(NC(=O)CSc2nnc(CNc3ccc(OC)cc3)n2C)sc(C)c1C,u,4%,x,-4%,-20%,-3%,-6%,u
COc1ccc(C(CNC(=O)c2oc3cc(C)c(Cl)cc3c2C)N2CCCCC2)cc1 (stereo unspecified),-4%,-5%,x,-1%,-5%,x,-4%,x
Cc1ccc(N=Nc2c(N)[nH]n3c(=O)cc(-c4ccccc4)nc23)cc1,3.2µM*,2%,0%,-6%,u,6%,-10%,12%

# Another view of part of the listing above:
# Values run as follows: Tau fibril ThT	Tau fibril FP	L3MBTL1 inh	TR SRC2 fluor cs	Tau fluor counter	aGal spleen mod	TRb SRC2 PPI	ALDH1A1 block
- O=C(Nc1ccc(-c2nc3ccccc3[nH]2)cc1)C1CCCO1 (stereo unspecified)
    1%	-4%	x	-14%	-2%	6%	-8%	u
- CC(=O)Nc1cc(N2C(=O)CCC2=O)ccc1Cl
    4%	7%	9%	-1%	9%	4%	0%	8%
- Cc1ccc(CNC(=O)NCc2ccccc2)cc1
    1%	1%	-7%	-1%	4%	0%	-1%	10%
- Cc1ccc(C)c(NS(=O)(=O)c2cc(C(=O)NCc3ccccn3)ccc2Cl)c1
    1%	-4%	-1%	3%	-4%	2%	-8%	7%
- O=C(O)CCc1ccc(-c2ccc(Br)cc2)n1NC(=O)c1ccc([N+](=O)[O-])cc1
    -7%	-1%	-11%	-2%	-14%	1%	4%	x
- CC1CCCCN1C(=O)c1cnn2c(C(F)(F)F)cc(-c3ccco3)nc12 (stereo unspecified)
    -3%	5%	2%	-4%	0%	-2%	-3%	-5%
- Cc1cccn2c(=O)c(/C=C3\SC(=S)N(CC(C)C)C3=O)c(NCCCOC(C)C)nc12
    -13%	1%	1%	-5%	-5%	2%	-3%	u
- CCOC(=O)c1c(NC(=O)CSc2nnc(CNc3ccc(OC)cc3)n2C)sc(C)c1C
    u	4%	x	-4%	-20%	-3%	-6%	u
- COc1ccc(C(CNC(=O)c2oc3cc(C)c(Cl)cc3c2C)N2CCCCC2)cc1 (stereo unspecified)
    -4%	-5%	x	-1%	-5%	x	-4%	x

# Following part
SMILES,Tau fibril ThT,Tau fibril FP,L3MBTL1 inh,TR SRC2 fluor cs,Tau fluor counter,aGal spleen mod,TRb SRC2 PPI,ALDH1A1 block
CCC1CCCCN1CCCNC(=O)c1ccc2c(c1)N(Cc1cccc(C)c1)C(=O)c1ccccc1S2(=O)=O (stereo unspecified),-12%,-12%,x,1%,u,x,-1%,x
Cc1cc(N2CCN(C)CC2)nc2ccc(NC(=O)Nc3ccc(F)cc3F)cc12,u,u,x,-4%,16µM*[quencher],x,-6%,x
CC1=NNC(=O)C1C(c1ccccc1)C1C(=O)NN=C1C (stereo unspecified),u,-15%,24%,-8%,-13%,5%,0%,32µM*
Cc1ccc(NC(=O)CCN2CCN(C/C=C/c3ccccc3)CC2)cc1C,-8%,-8%,-4%,-1%,-14%,-8%,-19%,14µM*
COc1ccc(S(=O)(=O)N2CCOCC2)cc1NC(=O)COc1cccnc1[N+](=O)[O-],-12%,-1%,1%,0%,-19%,-5%,3%,-7%
O=[N+]([O-])c1ccccc1N/N=C\c1ccccc1Cl,u,6%,-3%,-8%,-15%,4%,-1%,11%
COc1ccc(N(C)S(=O)(=O)c2cccc(C(=O)NC3=NCCS3)c2)cc1,-6%,0%,-1%,2%,-27%,3%,-23%,u
O=C(CN1CCN(C/C=C/c2ccccc2)CC1)NCc1ccccc1,2%,-6%,1%,2%,4%,-5%,-9%,6%
CCCCN1CN(S(=O)(=O)c2cccs2)c2nc3ccccc3nc21,-4%,0%,0%,2%,-13%,2%,-6%,u
CCN1C(=O)C(NC(C)=O)c2cc(Br)ccc21 (stereo unspecified),-9%,12%,1%,-2%,3%,-4%,-15%,u
COc1cc(N2C(=O)CSC23C(=O)N(Cc2ccc(C)cc2)c2ccccc23)cc(OC)c1OC (stereo unspecified),u,0%,x,-1%,-18%,x,-2%,x
COC(=O)c1c(C)[nH]c(C)c1-c1ccc(C)cc1,-15%,3%,x,0%,-18%,-3%,-3%,u
CCOc1ccc2nc(N(Cc3cccnc3)C(=O)C3CCCCC3)sc2c1,-15%,3%,x,1%,-12%,x,-5%,x
CC(=O)Oc1c(C)c(OC(C)=O)c2c(c1C(C)=O)OC1CC(=O)C(C(C)=O)=C(O)C21C (stereo unspecified),2%,4%,x,1%,8%,5%,2%,x
CC(C)CCN1C(=O)c2ccccc2CC1(C)C(=O)NC1CCCCC1 (stereo unspecified),4%,-1%,x,4%,2%,x,1%,x
O=C(c1ccc2c(c1)OCO2)N1CCCc2ccccc21,2%,4%,-3%,2%,9%,9%,-28%,u
CC(OC(=O)c1ccco1)C(=O)NC1CCCCC1 (stereo unspecified),0%,1%,6%,-7%,5%,3%,-2%,3%
COC(C(=O)Nc1ccc(S(=O)(=O)Nc2cccc3ccccc23)cc1)c1ccccc1 (stereo unspecified),4%,4%,-10%,1%,-1%,-1%,7%,u
CO/N=C\C[C@@H]1C=C[C@H](OC(C)=O)[C@H](COC(C)=O)O1,-10%[11.5 µM],u,x,-4%[11.2 µM],u,-7%[17.5 µM],1%[11.2 µM],-5%[13.5 µM]
CC(C)=CC(=O)Nc1ccc(OCc2ccccc2)cc1,-4%,4%,0%,3%,-5%,6%,9%,-3%
COC(=O)c1ccccc1NC(=O)Cn1c(=O)cc(C)c2c(C)nn(-c3cccc(Cl)c3C)c21,11%,-6%,x,-3%,2%,x,-6%,x

# As entered above.
# `COC(=O)c1c(C)[nH]c(C)c1-c1ccc(C)cc1` – TRb SRC2 PPI = -3%
# `COC(C(=O)Nc1ccc(S(=O)(=O)Nc2cccc3ccccc23)cc1)c1ccccc1` (stereo unspecified) – aGal spleen mod = -1%

# This is a random part of the collection. About 8.5% of those tested had a hit in this group.
